Screens (PubChem)
Dynein transport = blocks dynein driven cargo transport along microtubules | 3617.4 mouse cells, GR-EGFP nuclear translocation imaging; test concentration mostly 20 µM; stimulated with dexamethasone, 1 µM; hits give low values | z-score, hits read low | 0.47% of 220,000 active | AID 1381;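 active means plate z-score of nuclear minus cytoplasmic receptor signal below a set negative limit, without overly bright fluorescence or cell loss, cut at about -3.5 in these data, passing the limit was not always enough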;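 further: z-score of nuclear minus cytoplasmic ring GR-EGFP intensity difference per well; some compounds called inactive have numbers as strong as hits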
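medium = tetracycline-free induction medium containing charcoal-stripped FBS | probe or stimulus = dexamethasone, 1.0 µM final | timing = 48 h induction, then 1 h compound, then 30 min agonist, 37 °C | detection = automated 10x imaging of fixed Hoechst-stained cells | read-out basis = nuclear versus cytoplasmic GR-EGFP signal, averaged per well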
Yfh1-off respiration = mitochondrial function rescue without frataxin homolog – Friedreich's ataxia, plus single-dose screen, dose response (AID 1465). S. cerevisiae Yfh1-off respiration, WST-1 reduction, 72 h; higher fold induction means a stronger effect. fold induction at 50 µM, or EC50 in µM where a hit was titrated. 0.074% of 220,000 active;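 active means fold induction of absorbance versus untreated yeast above a set limit, then at least 30% activation at any dose in follow-up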;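 further: activators that raise dye reduction in frataxin-depleted yeast; strong numbers were not always called active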
MT stabilizer = microtubule stabilization, imaging screen | HeLa tubulin immunostaining HCS, 24 h; share of cells brighter than vehicle mean+2SD | % tubulin-high responders, % at 10 µM | 0.83% of 200,000 active;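 active means plate Z-score above 3 for both tubulin-high and condensed-nucleus cell shares, with cell loss under 80%, at 10 µM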;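 further: anti alpha tubulin signal scored within the nucleus-defined area of each cell; some results filed as inactive read as strong as hits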
NOD1 inhibition = inhibition of NOD1-driven NF-kB reporter – cell-based, luminescence, uHTS, primary screen (AID 1578). NOD1-driven NF-kB luciferase reporter cells, luminescence; higher % means a stronger effect. one-dose inhibition, % at 4 µM; EC50 in µM for titrated hits. 1% of 290,000 active; in the data active means inhibition mostly above about 36%, no sharp cut-off; inactive means mostly below about 34%;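 further: HEK-293T reporter cells stimulated with the NOD1 agonist gamma-tri-DAP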
b-catenin transl = modulators of beta-catenin nuclear translocation | 0.3% of 190,000 active | nuclear translocation activity, % at 5 µM | HeLa beta-catenin nuclear translocation, immunofluorescence imaging | AID 1665;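 active means nuclear translocation activity above 50% at 5 µM, with a well cell count of 50 or more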;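 further: per-cell ratio of nuclear to cytoplasmic median beta-catenin stain intensity; plate controls were DMSO negative control for no effect and GSK-3 inhibitor IX positive control for full effect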
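System: Human HeLa cells, endogenous beta-catenin | Compound dosing: 5 µM primary, 0.02–20 µM confirmation | Timing: 24 h compound exposure at 37°C, 5% CO2 | Measured by: Fluorescence imaging of beta-catenin antibody stain plus DAPI | Read-out basis: % activation of per-cell nuclear versus cytoplasmic median beta-catenin signal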
M17LAP inhibition = P. falciparum M17LAP inhibitors, primary screen, biochemical, fluorogenic H-Leu-NHMec substrate, 1536-well (AID 1619); recombinant M17LAP, H-Leu-NHMec fluorogenic kinetic assay; higher % means a stronger effect; inhibition, % at 30 µM, or IC50 in µM where a hit was titrated; 0.38% of 220,000 active;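 active means compound inhibiting the enzyme by more than half at any dose during confirmatory dose-response retesting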;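 further: plate controls were full reaction with DMSO carrier for no effect and no enzyme background for full effect; strong numbers were not always called active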
HEK293 NOD2/NF-kB = NOD2 signaling inhibitors, cell-based, luminescence, uHTS, HEK293 (AID 1566) | inhibition, % at 4 µM, or EC50 in µM where a hit was titrated | HEK293 NOD2/NF-kB luciferase reporter, luminescence; higher % means a stronger effect | 0.63% of 290,000 active; in the data active means inhibition above about 50%; further: many of its hits are not listed in these tables
Autophagy HCS = autophagy modulation, high-content screen; MEF GFP-LC3 puncta imaging; test concentration mostly 10 µM; calls only at 10 µM (by protocol); 0.98% of 190,000 active; AID 463193;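 active means percentage of spot-positive cells more than 3 SD above its plate mean, without a fluorescence outlier flag or 80% toxicity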;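 further: spot-positive cell cutoff set from DMSO-treated cells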
Ins promoter up = MIN6 insulin promoter up-regulation. AID 1625. z-score at 5 µM. MIN6 insulin promoter-GFP reporter, high-content imaging; hits give high values. 0.3% of 190,000 active;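 active means z-score above 3 at 5 µM with at least 500 cells counted in the well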
Dynein transport cytoplasmic EGFP = second read-out of Dynein transport, no call of its own (marks repeat the call); z-score; measured here: cytoplasmic GR-EGFP intensity; hits give high values
Dynein transport nuclear GR-EGFP = second read-out of Dynein transport, no call of its own (marks repeat the call); z-score; measured here: nuclear GR-EGFP intensity;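 lower value marks the stronger effect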
Dynein transport cell count = second read-out of Dynein transport, no call of its own (marks repeat the call); z-score; measured here: cell count per field
Ins promoter up cell count = recorded beside Ins promoter up, whose call it bears; cell count; measured here: cytotoxicity, nuclei count;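 total cells summed across four imaged fields per well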
b-catenin transl cell count 5 µM = recorded beside b-catenin transl, whose call it bears; cell count; measured here: cell count, cytotoxicity flag
MT stabilizer Hoechst-high % = recorded beside MT stabilizer, whose call it bears; % Hoechst-high responders; measured here: nuclear condensation Hoechst responders;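 share of cells brighter than vehicle mean plus two SD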
MT stabilizer cytotoxicity % = also measured in MT stabilizer; calls as there; toxicity, %; measured here: cytotoxicity by cell density;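 0% = mean cell density of plate MIN control wells and 100% = no cells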
Autophagy HCS cell loss 18 h = further read-out of Autophagy HCS, marked with its call; toxicity, %; measured here: cell loss, nuclei count;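 cell loss after 18 h compound exposure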
* marks the source's active call; other numbers are inactive results; i = inactive; . = not tested or not shown. Not all compounds are listed. The share of hits here may be higher or lower than overall.

SMILES	Dynein transport	Dynein transport cytoplasmic EGFP	Dynein transport nuclear GR-EGFP	Dynein transport cell count	Yfh1-off respiration	MT stabilizer	MT stabilizer Hoechst-high %	MT stabilizer cytotoxicity %	NOD1 inhibition	b-catenin transl	b-catenin transl cell count 5 µM	M17LAP inhibition	HEK293 NOD2/NF-kB	Autophagy HCS	Autophagy HCS cell loss 18 h	Ins promoter up	Ins promoter up cell count
Cc1cccc(NC(=S)NC2CC3CCCC(C2)N3Cc2cccs2)c1 (stereo not given)	0.018	-0.0044	0.59	-0.023	i	3.4	2.7	9.5	12%	1.2	1430	-4%	4%	i	-16	-0.6	1533
O=C(O)c1ccc(Nc2nc3c(s2)CCCC3)cc1	-0.22	-0.22	-0.12	-0.41	i	2.2	2.6	8.6	69%*	0.1	1519	-2%	17%	i	-8	0.8	1389
CCn1c(SCC(=O)N2CCc3ccccc32)nnc1-c1c[nH]c2ccccc12	0.1	-0.2	-0.62	1.5	i	3.7	1.6	7.6	-4%	.	.	-3%	-4%	i	0	0.77	1304
CC(C)COc1ccc(C(=O)N/C(=C\c2cccc([N+](=O)[O-])c2)C(=O)O)cc1	0.32	-0.25	0.16	-0.015	i	.	.	.	-8%	1.5	1235	12%	19%	.	.	.	.
O=C(c1ccco1)N1CCN(c2ncnc3c2[nH]c2ccc(Cl)cc23)CC1	-0.37	-0.28	0.4	0.85	i	4.3	2.1	3.0	65%	-1.3	546	5%	16%	i	-34	-0.64	880
Cc1cc2ccccc2n2c(SCC(=O)N3CCc4ccccc4C3)nnc12	0.26	-0.11	0.09	-0.59	i	3.6	1.5	6.2	5%	-0.9	391	-9%	9%	i	-3	.	.
CC(C)CCNC(=O)NC(=O)COC(=O)/C=C/c1cnc2ccccc2n1	-0.33	-0.24	0.49	0.35	.	2.0	1.3	10	22%	-1.9	1000	18%	3%	i	-5	1.2	956
CCOC(=O)CSC1=NC(=O)/C(=C/c2ccc(Br)cc2)S1	-4.3*	0.86*	-2.4*	0.86*	i	3.6	2.2	0.2	-46%	-1.2	1141	-5%	-130%	i	-12	-0.01	1189
CCOc1ccc(OCC)c(NC(=O)CCSCCc2ccccn2)c1	0.52	0.26	0.46	-0.14	i	3.1	1.5	7.1	-21%	-1.2	1163	8%	5%	i	3	-0.54	1242
Cc1occc1C(=O)NN1C(=O)C2C3CCC(O3)C2C1=O (stereo not given)	-0.26	-0.32	-0.34	0.61	i	1.8	4.1	3.0	-28%	.	.	-20%	11%	i	6	-0.19	1367
Cc1cc(N(CN2CCCC2=O)C(=O)c2ccc(F)cc2)no1	-1.2	-0.15	-0.53	1.7	i	5.3	1.9	6.8	-10%	-1.4	1350	-3%	-6%	i	15	0.02	1565
COc1cc2[nH]c(=S)n(CCCN3CCOCC3)c(=O)c2cc1OC	0.16	-0.2	0.4	0.41	i	2.6	0.8	33	-6%	0.0	827	23%	-8%	i	-2	-0.05	1236
COc1cc(/C=C2/N=C(C3CCCCC3)OC2=O)cc(OC)c1OC	-1.1	-0.32	-0.49	1.1	i	0.7	1.4	2.0	-9%	-1.7	1193	7%	-8%	i	-9	-0.4	915
Cc1cccc(OCCNC(=S)NC(=O)c2cccnc2)c1	0.2	-0.33	-0.28	0.75	i	1.4	3.1	9.7	-4%	-0.3	925	2%	1%	i	2	2.6	1312
CCCCNc1c([N+](=O)[O-])cc(C(=O)O)cc1[N+](=O)[O-]	-0.64	-0.14	-0.18	0.49	i	1.8	2.1	7.3	-17%	-2.7	564	26%	0%	i	11	-0.05	1318
CSC(=O)NC12CC3CC(CC(C)(C3)C1)C2	0.37	-0.16	0.48	-1.9	i	5.1	1.6	3.4	-13%	-5.7	993	-2%	1%	i	13	0.29	1230
O=C(N/N=C1\CCCc2ccccc21)c1cccc(Br)c1	-0.86	-0.35	-0.41	1.2	i	3.1	1.7	3.2	-41%	0.0	1089	22%	-19%	i	2	-0.56	1263
c1ccc(C2=Nc3ccccc3OC2)cc1	-0.91	0.51	-0.55	0.042	i	1.2	1.8	7.8	-40%	-16	1176	2%	-21%	i	0	.	.
CCOc1ccc(NC(=O)c2ccc(NC(=O)c3cn4c5c(c(N6CCN(C)CC6)c(F)cc5c3=O)OCC4C)cc2)cc1 (stereo not given)	2.5	0.078	3.4	-2.3	i	3.3	4.2	8.8	-8%	-1.1	521	-26%	23%	i	10	-0.67	900
CCCSCC(=O)Nc1ncc2c(n1)-c1ccccc1CC2	-0.032	-0.25	0.038	-0.033	i	2.3	2.6	0.8	-23%	0.1	1046	2%	13%	i	3	-0.17	1272
CCCC(=O)Nc1ccc2nc(SCC(=O)Nc3nccs3)sc2c1	-0.58	-0.036	-0.2	1.4	.	4.4	2.3	5.4	-21%	-1.4	1042	-18%	-7%	i	-1	0.01	2014
CCN(/N=C/c1ccc(Cl)cc1)c1cc(=O)n(C)c(=O)[nH]1	1.3	-0.14	0.66	-0.84	i	2.3	2.8	2.4	36%	-0.9	1092	12%	-35%	i	-3	0.1	1472
COc1cc(NS(=O)(=O)c2ccc(NC(=O)C3CCCO3)cc2)nc(OC)n1 (stereo not given)	-0.37	0.074	0.42	-1.3	i	3.1	1.9	6.7	-29%	1.1	1041	10%	7%	i	-1	0.09	1352
Cc1cc(C)cc(OC(C)c2ccnc3nc(/N=C/N(C)C)nn23)c1 (stereo not given)	-0.45	-0.2	0.036	1.7	i	3.3	2.3	8.5	-17%	2.6	1401	-14%	17%	i	-15	-0.63	1225
CCc1nc(CN2CCN(Cc3ccc(F)c(F)c3)C(CCO)C2)c(C)[nH]1 (stereo not given)	-0.67	-0.14	-0.24	0.89	i	6.7	2.4	4.6	-24%	-1.4	1050	4%	-30%	i	13	0.25	1464
CCCC(=O)N1CCN(c2ccc(C(=O)c3ccc(OC)c(Br)c3)cc2F)CC1	.	.	.	.	.	.	.	.	22%	-6.2	1035	.	14%	.	.	-0.1	1076
Cc1ccc(N(CC(=O)N/N=C/c2ccco2)S(=O)(=O)c2ccccc2)cc1	-0.02	0.17	0.78	0.24	i	4.0	1.4	7.1	-19%	-0.4	1353	-9%	6%	i	17	0	1343
O=C(CN(C(=O)Cn1nnc(-c2ccc(F)cc2)n1)C1CCCC1)NC1CCCC1	0.75	-0.16	0.48	-0.64	i	2.6	1.1	5.0	-2%	-2.6	860	-5%	5%	i	8	0.47	1213
O=C(Nc1ccccc1OC(F)F)c1oc2ccccc2c1COc1ccccc1	-0.067	-0.19	-0.24	-0.92	i	3.9	2.0	8.1	-36%	-0.5	1114	5%	-2%	i	-16	-0.81	1496
CSCCC(N=Cc1c(O)n(-c2ccc(F)cc2)c(=O)[nH]c1=O)C(=O)O (stereo not given)	0.82	-0.21	0.8	-1.5	i	4.6	3.1	4.8	7%	-2.0	1196	-17%	17%	i	-3	1.4	1074
COc1cc(-c2c(C#N)c(N)nc(SCc3ccncc3)c2C#N)cc(OC)c1OC	-0.26	-0.32	-0.1	-0.27	i	3.3	2.7	5.9	31%	-3.5	1036	-6%	12%	i	6	-1.1	1139
CC1(C)OC(=O)C(=NNc2ccccc2)C(=O)O1	0.056	-0.22	1.1	-0.72	i	1.3	2.7	4.2	-19%	-1.8	611	9%	20%	i	21	0.39	1182
CCOC(=O)c1sc2nc(C(C)C)c3c(c2c1N)CCC3	0.65	-0.3	0.45	1.3	i	3.2	2.9	10	-22%	-4.9	1113	-29%	7%	i	2	-0.81	1505
O=C(NCCc1cccc(Cl)c1)c1cccc([N+](=O)[O-])c1	-0.3	-0.33	-0.37	0.85	i	1.5	2.6	6.6	-33%	-1.0	1162	4%	-8%	i	2	0.01	1411
O=C(CCN1C(=O)C2C3CCC(C3)C2C1=O)Nc1ccc([N+](=O)[O-])cc1 (stereo not given)	1.1	-0.25	-0.13	-0.3	i	1.2	2.8	2.7	-25%	-0.9	1009	8%	-4%	i	1	-0.06	1595
CC(C)NC(=O)CC(=O)N/N=C/c1ccc(F)cc1	-0.19	1.1	0.56	-0.21	i	2.4	1.1	8.4	9%	.	.	13%	-1%	i	18	.	.
COC(=O)CNc1nc(Cl)nc(N2CCC(C)CC2)n1	-0.4	-0.21	0.24	-0.57	i	.	.	.	-10%	-0.1	1320	-5%	7%	.	.	0.49	1039
S=C(Nc1ccc2nc(-c3ccccn3)c(-c3ccccn3)nc2c1)N1CCCCCC1	-0.47	-0.22	0.27	-0.14	i	0.4	0.9	7.2	-34%	-3.7	1115	19%	18%	i	7	0.7	1633
Cc1cc(C)nc(SC2CCCCC2O)n1 (stereo not given)	-0.042	-0.24	-0.041	0.97	i	3.9	1.9	6.3	-6%	0.5	972	1%	10%	i	-8	-0.21	1239

Among those listed so far, 2 have a thiophene ring, fused or not:
SMILES	Dynein transport	Dynein transport cytoplasmic EGFP	Dynein transport nuclear GR-EGFP	Dynein transport cell count	Yfh1-off respiration	MT stabilizer	MT stabilizer Hoechst-high %	MT stabilizer cytotoxicity %	NOD1 inhibition	b-catenin transl	b-catenin transl cell count 5 µM	M17LAP inhibition	HEK293 NOD2/NF-kB	Autophagy HCS	Autophagy HCS cell loss 18 h	Ins promoter up	Ins promoter up cell count
Cc1cccc(NC(=S)NC2CC3CCCC(C2)N3Cc2cccs2)c1 (stereo not given)	0.018	-0.0044	0.59	-0.023	i	3.4	2.7	9.5	12%	1.2	1430	-4%	4%	i	-16	-0.6	1533
CCOC(=O)c1sc2nc(C(C)C)c3c(c2c1N)CCC3	0.65	-0.3	0.45	1.3	i	3.2	2.9	10	-22%	-4.9	1113	-29%	7%	i	2	-0.81	1505
